Screening data (PubChem)
LEDGF integ inh – blocks HIV-1 LEDGF/p75-dependent DNA integration; TR-FRET IN-LEDGF/p75 DNA integration, Eu/Cy5; 0.64% of 370,000 active; inhibition, % at 3.7 µM;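 active = inhibition above the screen-wide mean plus 3 SD, cut at about 13% in these data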;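 note: signal is the Cy5 over europium emission ratio at 671 and 618 nm; 0% = plate median of compound wells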
NR1D1 modulator – modulates human Rev-erb alpha binding to DNA. 0.79% of 370,000 active. activity, % at 10 µM. AID 1259318. P20393. Rev-erbα–FITC-DNA binding, fluorescence polarization, 90 min;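 active = activity above about 14%, limit read from the data; passing the limit was not always enough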;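 note: 0% = DMSO wells with 35 nM protein and 100% = DMSO wells with 750 nM protein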
rCAG binder – r(CAG) repeat RNA binding; 1.3% of 370,000 active; inhibition, % at 3 µM; TO-PRO-1 dye displacement fluorescence; AID 651821;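 active = inhibition above the plate cutoff, the mean of all test compounds on that plate plus 3 SD, cut at about 35% in these data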;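 note: 0% = DMSO alone and 100% = 100 µM mitoxantrone as full dye displacement; higher means more dye released from RNA so lower well fluorescence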
HTRA1 inhibitor – blocks human HTRA1 serine peptidase; Q92743; recombinant HTRA1, FP-rhodamine activity-based probe, fluorescence polarization; inhibition, % at 5.96 µM; 0.5% of 340,000 active; in the data active = inhibition above about 36%;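 note: 0% = enzyme with DMSO and 100% = wells lacking enzyme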
Target sequence (Q92743 whole entry, looked up): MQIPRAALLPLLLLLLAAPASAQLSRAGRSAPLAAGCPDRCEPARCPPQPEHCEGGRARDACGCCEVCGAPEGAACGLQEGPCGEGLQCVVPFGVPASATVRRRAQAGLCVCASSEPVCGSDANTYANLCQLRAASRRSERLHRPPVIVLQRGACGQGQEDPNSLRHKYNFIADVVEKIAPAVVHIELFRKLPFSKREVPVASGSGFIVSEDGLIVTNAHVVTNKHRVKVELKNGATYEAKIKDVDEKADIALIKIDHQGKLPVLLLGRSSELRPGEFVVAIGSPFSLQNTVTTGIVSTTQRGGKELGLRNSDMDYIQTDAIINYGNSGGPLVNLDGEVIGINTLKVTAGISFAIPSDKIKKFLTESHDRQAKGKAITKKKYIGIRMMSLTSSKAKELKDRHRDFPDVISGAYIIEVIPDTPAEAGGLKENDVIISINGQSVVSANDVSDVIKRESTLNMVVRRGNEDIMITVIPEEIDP
TCR-CD3 inh – human TCR-CD3 binding inhibition; inhibition, % at 9.4 µM; 0.37% of 360,000 active; TAMRA-labeled TCR probe fluorescence, biochemical; AID 651800; in the data active = inhibition above about 19%;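 note: recombinant mutant TCR 2C K166C tagged with TAMRA read by polarization; 0% = receptor in buffer alone and 100% = receptor with positive control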
PG9 Ab binder – small molecules binding HIV-1 gp120 antibody PG9 | TR-FRET gp120-PG9 antibody binding | inhibition, % at 6.7 µM | 0.43% of 360,000 active | AID 624416; in the data active = inhibition above about 8.5%
mABHD4 FP – inhibitors of mouse ABHD4; inhibition, % at 8.92 µM; Q8VD66; purified mABHD4, FP-Rh probe fluorescence polarization; 0.54% of 370,000 active;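 active = inhibition exceeding the mean over every tested compound plus 3 SD, cut at about 30% in these data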;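 note: 0% = plate median of compound wells and 100% = S159A mutant with DMSO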
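Test system: mABHD4 protein; Read-out basis: % inhibition; Incubation: 45 min + 60 min at 25 °C; Repeats: single replicate; Technique: fluorescence polarization with parallel and perpendicular emission, 525/598 nm; Compound: 8.92 µM, single dose; Benchmarks: full inhibition S159A mutant plus DMSO, zero as sample-well median.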
PRMT1 inh – PRMT1 (human) inhibition, primary screen. Q99873. recombinant PRMT1, activity-based probe fluorescence polarization. inhibition, % at 2.79 µM. 1.3% of 370,000 active;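 active = inhibition above about 21% made by adding two undisclosed values, limit read from the data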
Target sequence (Q99873 whole entry, looked up): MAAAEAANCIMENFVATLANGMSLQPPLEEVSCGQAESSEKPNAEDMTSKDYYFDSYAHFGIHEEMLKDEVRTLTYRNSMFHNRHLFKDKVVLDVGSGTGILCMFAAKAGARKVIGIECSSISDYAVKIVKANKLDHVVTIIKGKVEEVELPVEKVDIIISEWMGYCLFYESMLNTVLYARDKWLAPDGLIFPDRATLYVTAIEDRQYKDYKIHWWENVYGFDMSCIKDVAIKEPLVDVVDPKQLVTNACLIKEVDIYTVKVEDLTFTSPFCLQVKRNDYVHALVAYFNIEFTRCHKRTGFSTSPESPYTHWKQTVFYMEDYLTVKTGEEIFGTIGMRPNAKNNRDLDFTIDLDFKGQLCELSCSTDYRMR
SIAE primary – human SIAE inhibition, primary screen; Q9HAT2; 0.69% of 370,000 active; SIAE FP-Rh probe binding, fluorescence polarization; inhibition, % at 9.66 µM;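 active = inhibition above a cutoff: mean of compounds within the control limits plus 3 SD of those, cut at about 17% in these data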;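 note: 0% = plate median of compound wells and 100% = probe without SIAE protein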
TDP2 absorb – blocks human TDP2 phosphodiesterase activity | recombinant TDP2, T5PNP hydrolysis, p-nitrophenol absorbance 415 nm | inhibition, % at 12.8 µM | AID 720702 | 0.34% of 370,000 active;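 active = inhibition above the mean of all tested compounds plus 3 SD, set per campaign, cut at about 25% in these data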;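 note: 0% = DMSO with enzyme and 100% = buffer with substrate but no TDP2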
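System – recombinant human TDP2 · Quantity – TDP2 enzyme at 120 nM final · Doses – single concentration, 12.8 µM nominal, with 1% DMSO · Incubation – 2 h at 37 °C · Measured by – epi absorbance of p-nitrophenol freed from T5PNP by hydrolysis · Read-out – % inhibition relative to enzyme-containing and enzyme-free wells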
An asterisk follows results filed as active.

The opening 3 compounds as a preview:
Screening O=P(O)(O)c1ccccc1OCCCCCOc1ccccc1P(=O)(O)O returned LEDGF integ inh 0, NR1D1 modulator -1, rCAG binder 1, HTRA1 inhibitor -3, TCR-CD3 inh 4, PG9 Ab binder -1.9, mABHD4 FP -2, PRMT1 inh -1, SIAE primary 3 and TDP2 absorb 2.
Screening CCCC(=O)Nc1nn(CC)c2nc3ccc(C)cc3cc12 returned LEDGF integ inh 5, NR1D1 modulator -1, rCAG binder -3, HTRA1 inhibitor -6, TCR-CD3 inh -1, PG9 Ab binder -7.4, mABHD4 FP -3, PRMT1 inh -3, SIAE primary -1 and TDP2 absorb 4.
For COC(=O)C1=C(C)NC(C)=C(C(=O)OC)C1C(=O)OCc1nc2cc(C(=O)OC)ccc2c(=O)[nH]1 the results were LEDGF integ inh -6, NR1D1 modulator 1, rCAG binder -3, HTRA1 inhibitor 2, TCR-CD3 inh -5, PG9 Ab binder 0.4, mABHD4 FP -16, PRMT1 inh 3, SIAE primary 1 and TDP2 absorb -7.

All compounds of this part, previewed entries included:
Screening O=P(O)(O)c1ccccc1OCCCCCOc1ccccc1P(=O)(O)O returned LEDGF integ inh 0, NR1D1 modulator -1, rCAG binder 1, HTRA1 inhibitor -3, TCR-CD3 inh 4, PG9 Ab binder -1.9, mABHD4 FP -2, PRMT1 inh -1, SIAE primary 3 and TDP2 absorb 2.
Screening CCCC(=O)Nc1nn(CC)c2nc3ccc(C)cc3cc12 returned LEDGF integ inh 5, NR1D1 modulator -1, rCAG binder -3, HTRA1 inhibitor -6, TCR-CD3 inh -1, PG9 Ab binder -7.4, mABHD4 FP -3, PRMT1 inh -3, SIAE primary -1 and TDP2 absorb 4.
For COC(=O)C1=C(C)NC(C)=C(C(=O)OC)C1C(=O)OCc1nc2cc(C(=O)OC)ccc2c(=O)[nH]1 the results were LEDGF integ inh -6, NR1D1 modulator 1, rCAG binder -3, HTRA1 inhibitor 2, TCR-CD3 inh -5, PG9 Ab binder 0.4, mABHD4 FP -16, PRMT1 inh 3, SIAE primary 1 and TDP2 absorb -7.
CC(=O)N(Cc1ccccc1)C(CC(=O)NCc1ccccc1)C(=O)O (stereo not given) was read as LEDGF integ inh 0, NR1D1 modulator -1, rCAG binder 0, HTRA1 inhibitor 0, TCR-CD3 inh 1, PG9 Ab binder 0.3, mABHD4 FP 2, PRMT1 inh 1, SIAE primary 0 and TDP2 absorb 3.
Cc1ccc(N(Cc2ccccc2)C(=O)c2cccc(S(=O)(=O)N3CC(C)OC(C)C3)c2)cc1 (stereo not given) was read as LEDGF integ inh -3, NR1D1 modulator -4, rCAG binder -5, HTRA1 inhibitor -16, TCR-CD3 inh 6, PG9 Ab binder 2.5, mABHD4 FP 0, PRMT1 inh 2, SIAE primary -2 and TDP2 absorb 5.
Cc1nc(C(=O)Nc2cccc(Cl)c2)nn1-c1cc(OC(C)C)c(Cl)cc1Cl was read as LEDGF integ inh 1, NR1D1 modulator -9, rCAG binder 5, HTRA1 inhibitor -37, TCR-CD3 inh 1, PG9 Ab binder -3.0, mABHD4 FP -20, PRMT1 inh -1, SIAE primary -7 and TDP2 absorb -7.
`CCC(=O)NCc1ccc(-c2nc3ncccc3o2)cc1` gave LEDGF integ inh 2, NR1D1 modulator 1, rCAG binder 4, HTRA1 inhibitor 4, TCR-CD3 inh 0, PG9 Ab binder 2.0, mABHD4 FP -3, PRMT1 inh 0, SIAE primary 1 and TDP2 absorb -8.
For Cc1cccc(Cn2c(Sc3nc(C)cs3)nc3c2c(=O)[nH]c(=O)n3C)c1 the results were LEDGF integ inh -1, NR1D1 modulator 1, rCAG binder -6, HTRA1 inhibitor -5, TCR-CD3 inh 6, PG9 Ab binder 0.1, mABHD4 FP -1, PRMT1 inh -1, SIAE primary 9 and TDP2 absorb 1.
Screening COc1ccc(-c2cc(NC=O)c3ncc(-c4cnn(C)c4)n3c2)cc1 returned LEDGF integ inh 10, NR1D1 modulator 7, rCAG binder 5, TCR-CD3 inh -8, PG9 Ab binder -0.2, mABHD4 FP 1, PRMT1 inh 18, SIAE primary -2 and TDP2 absorb -7.
For COc1ccc2c(c1)c(=O)oc1cc(OCC(=O)N3CCc4ccccc4C3)ccc12 the results were LEDGF integ inh 9, NR1D1 modulator 3, rCAG binder 20, HTRA1 inhibitor -4, TCR-CD3 inh 17, PG9 Ab binder 5.5, mABHD4 FP 1, PRMT1 inh 4, SIAE primary -3 and TDP2 absorb 9.
For CC(=O)N1c2ccccc2NC2=C(C(=O)CCC2)C1c1ccco1 (stereo not given) the results were LEDGF integ inh -8, NR1D1 modulator -2, rCAG binder 1, HTRA1 inhibitor 8, TCR-CD3 inh -8, PG9 Ab binder -0.9, mABHD4 FP 5, PRMT1 inh 9, SIAE primary 2 and TDP2 absorb -3.
Screening Cc1cc(-c2nnc(SCC(=O)Nc3ccc(S(N)(=O)=O)cc3)n2N)n[nH]1 returned LEDGF integ inh -3, NR1D1 modulator -4, rCAG binder 1, HTRA1 inhibitor -3, TCR-CD3 inh -4, PG9 Ab binder 0.1, mABHD4 FP 5, PRMT1 inh 3, SIAE primary -5 and TDP2 absorb -1.
For CCOc1ccc(N(CC(=O)Nc2ccc(Br)cc2)S(C)(=O)=O)cc1 the results were LEDGF integ inh -5, NR1D1 modulator 0, rCAG binder 2, HTRA1 inhibitor -22, TCR-CD3 inh -2, PG9 Ab binder -1.3, mABHD4 FP -2, PRMT1 inh 0, SIAE primary 4 and TDP2 absorb 11.
`Cn1c(=O)n(C)c2cc(S(=O)(=O)Nc3ccccc3O)ccc21` gave LEDGF integ inh -4, NR1D1 modulator 2, rCAG binder -5, HTRA1 inhibitor 7, TCR-CD3 inh -3, PG9 Ab binder 0.6, mABHD4 FP 6, PRMT1 inh 2, SIAE primary -4 and TDP2 absorb -1.
COc1ccc(C(=O)N2CCOCC2)cc1S(=O)(=O)N1CCCc2ccccc21 was read as LEDGF integ inh -1, NR1D1 modulator 1, rCAG binder 0, HTRA1 inhibitor 3, TCR-CD3 inh 3, PG9 Ab binder -1.3, mABHD4 FP 4, PRMT1 inh -1, SIAE primary -9 and TDP2 absorb 7.
`Cc1nc(N)[nH]c(=O)c1Oc1cccc(C(F)(F)F)c1` gave LEDGF integ inh 1, NR1D1 modulator 1, rCAG binder -1, HTRA1 inhibitor 8, TCR-CD3 inh -7, PG9 Ab binder -1.9, mABHD4 FP -3, PRMT1 inh -2, SIAE primary -2 and TDP2 absorb 7.
NC(=O)CSc1nc2ccccc2c(=O)n1-c1ccccc1 was read as LEDGF integ inh -2, NR1D1 modulator -2, rCAG binder 1, HTRA1 inhibitor 2, TCR-CD3 inh 8, PG9 Ab binder -1.6, mABHD4 FP 1, PRMT1 inh -2, SIAE primary 3 and TDP2 absorb 5.
Screening COc1ccc(-c2nc3c(C)cc(Br)cn3c2CC(C)(C)C)cc1OC returned LEDGF integ inh 6, NR1D1 modulator -3, rCAG binder 2, TCR-CD3 inh -8, PG9 Ab binder 22*, mABHD4 FP -1, PRMT1 inh -2, SIAE primary 0 and TDP2 absorb -1.
COc1cccc(OCC(=O)O/N=C(\N)c2ccc(OC)c(OC)c2)c1 was read as LEDGF integ inh 2, NR1D1 modulator 7, rCAG binder -1, HTRA1 inhibitor -15, TCR-CD3 inh -1, PG9 Ab binder -3.7, mABHD4 FP -13, PRMT1 inh 0, SIAE primary 2 and TDP2 absorb -12.
Screening N#CC1(Nc2ccccc2)C(=O)Nc2ccccc21 (stereo not given) returned LEDGF integ inh -2, NR1D1 modulator -4, rCAG binder 1, HTRA1 inhibitor 8, TCR-CD3 inh -2, PG9 Ab binder -0.7, mABHD4 FP 0, PRMT1 inh 0, SIAE primary -2 and TDP2 absorb 10.
Screening Cc1c(CCOC(=O)c2ccccc2)sc[n+]1Cc1ccccc1 returned LEDGF integ inh 3, NR1D1 modulator -8, rCAG binder 0, HTRA1 inhibitor -3, TCR-CD3 inh 7, PG9 Ab binder -1.9, mABHD4 FP 4, PRMT1 inh -1, SIAE primary 6 and TDP2 absorb -9.
C=CCNC(=S)NNC(=O)C(CCCC)CC(C)(C)O (stereo not given) was read as LEDGF integ inh -2, NR1D1 modulator 1, rCAG binder 1, HTRA1 inhibitor 0, TCR-CD3 inh -4, PG9 Ab binder -0.3, mABHD4 FP 3, PRMT1 inh -5, SIAE primary 4 and TDP2 absorb 4.
Cn1c(=O)c2c(nc(NCc3ccco3)n2CCc2ccccc2)n(C)c1=O was read as LEDGF integ inh 1, NR1D1 modulator -1, rCAG binder -5, HTRA1 inhibitor 1, TCR-CD3 inh 7, PG9 Ab binder -0.5, mABHD4 FP 0, PRMT1 inh 2, SIAE primary 11 and TDP2 absorb 7.
For CC(=O)Nc1ccc(S(=O)(=O)Nc2nccs2)cc1 the results were LEDGF integ inh -3, NR1D1 modulator -8, rCAG binder -3, HTRA1 inhibitor 1, TCR-CD3 inh -3, PG9 Ab binder -0.2, mABHD4 FP 8, PRMT1 inh 2, SIAE primary -2 and TDP2 absorb 1.
COc1ccc(/C=N/NC(=O)c2ccc3nc[nH]c3c2)c(OC)c1 was read as LEDGF integ inh -1, NR1D1 modulator 2, rCAG binder 2, HTRA1 inhibitor -1, TCR-CD3 inh 3, PG9 Ab binder -0.5, mABHD4 FP 5, PRMT1 inh -1, SIAE primary -5 and TDP2 absorb 1.
`Fc1cccc(CN2CCN(C(=S)NCCc3ccccc3)CC2)c1` gave LEDGF integ inh 0, NR1D1 modulator 3, rCAG binder -10, HTRA1 inhibitor -7, TCR-CD3 inh 7, PG9 Ab binder -0.1, mABHD4 FP -3, PRMT1 inh 0, SIAE primary 1 and TDP2 absorb 0.
For O=C(/C=C/c1ccc(Cl)c([N+](=O)[O-])c1)Nc1ccc(N2CCCC2)c(Cl)c1 the results were LEDGF integ inh -1, NR1D1 modulator -1, rCAG binder 8, HTRA1 inhibitor 5, TCR-CD3 inh 7, PG9 Ab binder -1.5, mABHD4 FP 3, PRMT1 inh -1, SIAE primary -2 and TDP2 absorb -1.
Screening O=C(NCc1cccs1)C(=O)c1c[nH]c2ccccc12 returned LEDGF integ inh -2, NR1D1 modulator 2, rCAG binder 1, HTRA1 inhibitor -2, TCR-CD3 inh -4, PG9 Ab binder -1.0, mABHD4 FP -5, PRMT1 inh 1, SIAE primary -2 and TDP2 absorb 4.
O=S(=O)(Nc1ccc(S(=O)(=O)Nc2ncccn2)cc1)c1ccccc1 was read as LEDGF integ inh 2, NR1D1 modulator -3, rCAG binder 2, HTRA1 inhibitor 3, TCR-CD3 inh 6, PG9 Ab binder 1.2, mABHD4 FP -5, PRMT1 inh -3, SIAE primary -3 and TDP2 absorb 6.
`COc1ccccc1CCC(=O)OCC(=O)NCc1ccc(OC)c(OC)c1` gave LEDGF integ inh -1, NR1D1 modulator -2, rCAG binder -1, HTRA1 inhibitor -1, TCR-CD3 inh 7, PG9 Ab binder -2.6, mABHD4 FP -2, PRMT1 inh -8, SIAE primary -2 and TDP2 absorb 0.

These rows are one share of the data (hit frequency here may not be typical).
